Screens from PubChem BioAssay.
OX1R antag-1: blocks the human orexin 1 receptor; O43613; hit rate 0.43% among 330,000; inhibition, % at 5 µM; CHO/OX1R cells, Fluo-8 calcium fluorescence, orexin A; AID 434989;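 active = inhibition above its plate's threshold, mean inhibition of all tested compounds on the plate plus 3 SD, cut at about 37% in these data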;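 note: 0% = orexin A challenge wells and 100% = SB-334867-A antagonist wells; not every result past the cut was called active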
Target sequence (O43613 whole entry, looked up): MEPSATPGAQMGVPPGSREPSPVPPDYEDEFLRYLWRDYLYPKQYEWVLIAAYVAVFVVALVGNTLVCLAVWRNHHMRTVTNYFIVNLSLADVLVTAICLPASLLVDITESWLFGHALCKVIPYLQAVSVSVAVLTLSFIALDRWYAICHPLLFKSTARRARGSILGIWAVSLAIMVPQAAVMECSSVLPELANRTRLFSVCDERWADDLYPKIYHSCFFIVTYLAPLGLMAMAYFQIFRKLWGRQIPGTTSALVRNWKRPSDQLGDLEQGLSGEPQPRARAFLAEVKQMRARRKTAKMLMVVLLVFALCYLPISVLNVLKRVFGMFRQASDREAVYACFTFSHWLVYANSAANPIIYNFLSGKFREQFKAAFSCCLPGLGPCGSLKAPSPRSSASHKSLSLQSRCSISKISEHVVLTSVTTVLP
OX1R antag-2: blocks the human orexin 1 receptor | inhibition, % at 6.6 µM | hit rate 1.8% among 330,000 | O43613 | OX1R-expressing cells, FRET antagonist read-out | AID 485270; in the data active = inhibition mostly above about 38%, no sharp cut-off; inactive = mostly below about 40%;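 note: 0% = agonist challenge alone and 100% = reference antagonist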
Numbers without * were called inactive.

OX1R antag-2	OX1R antag-1	Molecule
12	-14	O=C(Nc1ccc2c(c1)OCO2)C1CC(c2c(F)cccc2Cl)=NO1 (stereo unspecified)
8	-7	O=[N+]([O-])c1cccc(S(=O)(=O)Nc2ccc3cn[nH]c3c2)c1
6	-6	O=C(c1cnn2cccnc12)N1CCN(Cc2ccc3c(c2)OCO3)CC1
7	-31	COc1ccc(-n2c(SCC(=O)Nc3cc(C)on3)nc3c(c2=O)SCC3)cc1
11	-3	Cc1ccc(C(=O)O)cc1-c1ccc(C=C2C(=O)c3ccccc3C2=O)o1
20	-1	COC(=O)c1ccccc1NC(=O)c1ccc(-c2cccc(Cl)c2)o1
18	-15	Cc1ccc2c(Cl)c(C(=O)NCCCn3ccnc3)sc2c1
-2	-8	OCCN1CCOCCN(CCO)CCN(CCO)CC1
21	-5	O=S(=O)(NCc1csc(-c2cccs2)n1)c1cccs1
15	-3	OC[C@H]1O[C@H](OC[C@H]2OC(O)[C@H](O)[C@@H](O)[C@@H]2O)[C@H](O)[C@@H](O)[C@@H]1O (stereo partly specified)
24	0	CCCn1nnc(NC(=O)c2ccc(Br)o2)n1
11	-10	COCCCNC(=O)Cn1nnc(-c2ccc(NC(=O)c3cccnc3)cc2)n1
35	-12	CC(=O)Oc1c(S(=O)(=O)c2ccc(C)cc2)c(C)nn1C(C)(C)C
26	-21	CC(=O)N1CCc2cc(S(=O)(=O)NC(CC(C)C)C(=O)Nc3ccc4c(c3)OCCO4)ccc21 (stereo unspecified)
53	-9	CCCCN1CC[C@H]2C=CC[C@@H](C(=O)Nc3ccccc3)[C@H]2C1=O
8	-4	COc1cc(C2CC(=O)c3c(O)cc(O)cc3O2)ccc1O (stereo unspecified)
8	-7	CCC(=O)Nc1nc2c(OC)ccc(OC)c2s1
26	1	COc1ccc(/C=C(\C#N)C(=O)OCC(=O)N(C)C2CCS(=O)(=O)C2)cc1 (stereo unspecified)
30	-13	Cc1cc(C(F)(F)F)nn1CC(=O)N1CCCCC1C (stereo unspecified)
7	-11	Cc1noc(C)c1S(=O)(=O)NC1CCN(Cc2ccccc2)CC1
5	-15	CC(C)(C)c1sc(N)nc1-c1ccccc1
23	-31	NC(=O)c1nsc(C(=O)N(Cc2ccc(F)cc2)C(C(=O)NCC2CCCO2)c2ccc(F)cc2)c1N (stereo unspecified)
11	-11	CC(c1ccon1)N(C)Cc1cn[nH]c1-c1ccc(-c2ccccc2)cc1 (stereo unspecified)
27	-14	O=C(NCCc1nnc2ccc(N3CCCCCC3)nn12)c1ccccc1F
10	-16	CCC(=O)NC(C)C(c1cccs1)N1CCN(c2ccccc2)CC1 (stereo unspecified)

Next section
OX1R antag-2	OX1R antag-1	Molecule
4	-3	CC(=O)Nc1ccc(N(CC(=O)NCC2CCCO2)C(=O)CCC(=O)Nc2cc(C)on2)cc1 (stereo unspecified)
18	-18	COc1ccc(C(=O)COC(=O)CCN=C2NS(=O)(=O)c3ccccc32)cc1OC
10	-11	COc1ccc(C(CNC(=O)c2ccc(NS(=O)(=O)c3ccc(F)c(C)c3)cc2)N2CCOCC2)cc1 (stereo unspecified)
4	-9	COCCn1c(N2CCN(c3ccc(OC)cc3)CC2)nc2c1c(=O)n(C)c(=O)n2C
24	-16	COc1cccc(/C=C2\SC(=S)N(c3cccnc3)C2=O)c1OC
12	-39	Cc1cc(C)c(NC(=O)CN2C(=O)NC(CCc3ccccc3)C2=O)c(C)c1 (stereo unspecified)
11	-17	COc1ccc(/C=N/NC(=O)CN(Cc2ccccc2)S(=O)(=O)c2ccc3c(c2)OCCO3)cc1
-3	-31	O=C1c2[nH]nc(-c3ccccc3O)c2C(c2cccc(Cl)c2)N1Cc1ccco1 (stereo unspecified)
4	-7	Cc1cccnc1NC(=O)Nc1cccs1
25	-10	O=C(Nc1nc(-c2cc(F)ccc2F)cs1)c1cccc(N2C(=O)CCC2=O)c1
27	-13	CCOc1ccc(C(=O)Nc2cccc(C)n2)cc1
34	-32	Cc1cccc(-c2cc(C(=O)Nc3c(C)n(C)n(-c4ccccc4)c3=O)c3ccccc3n2)c1
0	-15	Cc1nc(-c2ccc(F)cc2)c(CC(=O)N2CCN(S(=O)(=O)c3ccc(F)cc3)CC2)s1
24	-19	CCNC(=S)N1CCC(C(O)(c2ccccc2)c2ccccc2)CC1
41*	-11	O=C(CSc1cn(CCNC(=O)c2ccccc2)c2ccccc12)NCc1ccco1
38*	-6	COc1ccc(NC2CCCN(C(=O)c3cn(C)c4ccccc34)C2)cc1 (stereo unspecified)
8	-11	CC(=O)Oc1ccccc1C1C[C@]2(C)CC(=O)NC2N1C(C)=O (stereo partly specified)
13	-35	O=C(Nc1ccc2nc3n(c(=O)c2c1)CCCC3)c1cncc(Br)c1
19	4	O=C(OCC(=O)N1CCN(c2ccccc2)CC1)c1ccc(O)cc1O
4	-20	C=CCN(c1cccc(C(F)(F)F)c1)S(=O)(=O)c1cccc(C(=O)OCC(=O)NC(N)=O)c1
15	-4	CCC(=O)N1CCc2cc(S(=O)(=O)NC(Cc3ccccc3)C(=O)O)ccc21 (stereo unspecified)
26	-11	Cc1nc2cc(C(F)(F)F)ccc2n1C1CCN(C(=O)N2CCOCC2)CC1
14	-50	CC(C)c1ccccc1NC(=O)COc1ccc2c(=O)c(Oc3ccc4ccccc4c3)coc2c1
10	-27	Cc1ccc(S(=O)(=O)N2CCCC(C(=O)NCCC3=CCCCC3)C2)cc1 (stereo unspecified)
30	-15	COc1ccc(-c2cn(Cc3cccc(OC)c3)nn2)cc1

Further entries
OX1R antag-2	OX1R antag-1	Molecule
27	-28	Cc1cccn2c(=O)c3cc(C(=O)NCc4ccco4)c(=N)n(CCc4ccccc4)c3nc12
13	-1	O=[N+]([O-])/C=C1/CCCCCN1
9	-7	CC(C)NC(=O)CCCn1cc([N+](=O)[O-])cn1
6	-14	COc1cc(C2OC(=O)C3C(c4ccc(OC(C)=O)c(OC)c4)OC(=O)C23)ccc1OC(C)=O (stereo unspecified)
7	-32	Cc1ccc(S(=O)(=O)N2CCOCC2)cc1NC(=O)c1cc(-c2ccccn2)nc2ccccc12
17	-3	Cc1cc(C)nc(SCC(=O)NCc2ccco2)n1
5	16	CCOc1cc(CNc2ccc3c(c2)OCCO3)cc(Br)c1OCC(N)=O
10	-7	C#CCOc1ccc(Cl)cc1/C=N/O
12	-21	Cc1cccc(NS(=O)(=O)c2ccc(C(=O)N3CCC3)cc2)c1C
95*	21	O=C(Nc1ccc2nn(-c3ccccc3)nc2c1)c1ccco1
5	-12	O=C(CCSc1nnc(-c2ccco2)o1)Nc1ccc(F)cc1
12	-38	Cc1ccc(NC(=O)CCNS(=O)(=O)c2ccc(Br)cc2)cc1S(=O)(=O)N1CCOCC1
5	-1	CNC(=S)N(CCCN(C)C)Cc1cc2cc3c(cc2[nH]c1=O)OCCO3
4	-12	Cc1c(C(=O)N2CCOCC2)c(S(=O)(=O)N2CCN(c3ccc(Cl)cc3)CC2)c(C)n1C
11	1	O=C(NC1CCCC1)C(c1cccnc1)N(C(=O)c1csnn1)c1ccccc1 (stereo unspecified)
7	-4	COc1ccc2c(c1)OC(=O)CC2c1cc(OC)c(OC)c(OC)c1 (stereo unspecified)
21	-38	CCCCN(C)CCCNC(=O)c1cn(CC)c2ccc(S(=O)(=O)N3CCc4ccccc4C3)cc2c1=O
-2	-14	O=C(NNC(=S)Nc1ccc(F)cc1)[C@H]1C[C@@H]1c1ccccc1
13	-11	S=C(Nc1cccnc1)NC1CCCC1
1	-15	COc1ccc(NC(=O)CSc2nc3[nH]c(=O)[nH]c(=O)c3s2)cc1OC
18	-7	CC1=C(C(=O)OCCNC(=O)c2ccccc2O)C(c2ccccc2[N+](=O)[O-])C(C(=O)OCC2CCCO2)=C(C)N1 (stereo unspecified)
32	-17	Cc1ccc(NC(=O)CN(C)C(=O)Cc2ccc(Cl)cc2Cl)cc1
2	-17	CC(C)(C)C1CCc2c(sc(NC(=O)CSc3nnc(-c4ccccc4)o3)c2C#N)C1 (stereo unspecified)
16	-19	COCc1cc(N2CCCC2)nc(-c2ccccc2)n1
22	-6	COc1ccc(CNC(=O)CN(C(=O)c2snc(C(N)=O)c2N)c2ccccc2F)cc1

Compound profiles (already shown). Order of values: OX1R antag-2	OX1R antag-1
CC1=C(C(=O)OCCNC(=O)c2ccccc2O)C(c2ccccc2[N+](=O)[O-])C(C(=O)OCC2CCCO2)=C(C)N1 (stereo unspecified) as listed: 18	-7
COCc1cc(N2CCCC2)nc(-c2ccccc2)n1 as listed: 16	-19
CCCCN(C)CCCNC(=O)c1cn(CC)c2ccc(S(=O)(=O)N3CCc4ccccc4C3)cc2c1=O as listed: 21	-38
COc1ccc(CNC(=O)CN(C(=O)c2snc(C(N)=O)c2N)c2ccccc2F)cc1 as listed: 22	-6
CNC(=S)N(CCCN(C)C)Cc1cc2cc3c(cc2[nH]c1=O)OCCO3 as listed: 5	-1

Next section:
OX1R antag-2	OX1R antag-1	Molecule
44	-13	Cc1ccc(C)n1-c1ccccc1N
26	-18	O=C(O)c1ccccc1C(=O)Nc1ccc(S(=O)(=O)NC2CCCCC2)cc1
23	-15	COc1ccc(C(C)NC(=O)c2ccccc2Cl)cc1OC (stereo unspecified)
27	-26	Cc1nc(-c2ccc(F)cc2)c(CC(=O)Nc2cccc(S(=O)(=O)N3CCOCC3)c2)s1
17	-19	C=C(Cl)COc1cc(C)cc2oc(=O)cc(CC)c12
16	-6	CC(=O)[C@H]1CC[C@H]2[C@@H]3CCC4=CC(=O)CC[C@]4(C)[C@H]3[C@H](O)C[C@]12C
32	-22	CCN(CC(=O)Nc1ccccc1OC)C(=O)c1ccc(N(C)S(=O)(=O)c2ccc(C)cc2)cc1
15	-45	CC[C@H]1CC2CN3CCc4c([nH]c5c([C@H]6C[C@H]7[C@H](CC)CN(C)[C@@H](Cc8c6[nH]c6ccccc86)[C@H]7C(=O)OC)c(OC)ccc45)C(C(=O)OC)(C2)C13
18	-28	O=C(CCC(=O)N1CCc2ccccc21)Nc1ccccc1
23	-18	Cc1ccc(S(=O)(=O)N/N=C/c2cccc([N+](=O)[O-])c2)cc1
9	-35	C=C(C)CC(c1ccccc1)N(C(C)=O)c1ccco1 (stereo unspecified)
8	-26	COc1ccc(Nc2nc(N)nc(CSc3nc(C)cc(C)n3)n2)cc1
14	-19	CCN(CC)C(=O)CSC1=Nc2ccccc2C2=NC(c3ccccc3)C(=O)N12 (stereo unspecified)
10	-22	COc1ccc(/C=C/C(=O)c2sc(-c3ccccc3)nc2C)cc1
18	-25	C[n+]1c2n(c3ccccc31)N=C(c1ccc(Br)cc1)CS2
11	-39	C=CCCC(=O)N1CCCC(Cc2cccc(Cl)c2)(C(=O)OCC)C1 (stereo unspecified)
25	24	CCOC(=O)C1CCN(C(=O)Nc2cc(Cl)cc(Cl)c2)CC1
1	-65	O=C(CON=C1c2ccccc2-c2ccccc21)NC12CC3CC(CC(C3)C1)C2
34	-28	Cc1ccc(-c2cc(C(=O)Nc3ccncc3)c3ccccc3n2)cc1
18	-6	CC1CCN(C(=O)COC(=O)[C@H](C)NS(=O)(=O)/C=C/c2ccccc2)CC1
2	-30	CC(C)CCOP(=O)(c1ccc(N(C)C)cc1)C(O)c1ccccc1 (stereo unspecified)
3	-9	Cc1nc(Cl)c(Cl)n1CCOc1ccccc1
5	-17	CN(C)S(=O)(=O)c1ccc(Cl)c(NC(=O)COC(=O)/C=C/c2ccc3ccccc3n2)c1
8	23	CC1CCN(c2ccc3c(c2)S(=O)(=O)c2cccc(C(=O)NCc4cccc(F)c4)c2C3=O)CC1
11	-9	CCOC(=O)c1cnc(SCC(=O)NCc2cccs2)nc1N

Structures shown so far with an NH in an aromatic ring:
OX1R antag-2	OX1R antag-1	Molecule
8	-7	O=[N+]([O-])c1cccc(S(=O)(=O)Nc2ccc3cn[nH]c3c2)c1
11	-11	CC(c1ccon1)N(C)Cc1cn[nH]c1-c1ccc(-c2ccccc2)cc1 (stereo unspecified)
-3	-31	O=C1c2[nH]nc(-c3ccccc3O)c2C(c2cccc(Cl)c2)N1Cc1ccco1 (stereo unspecified)
5	-1	CNC(=S)N(CCCN(C)C)Cc1cc2cc3c(cc2[nH]c1=O)OCCO3
1	-15	COc1ccc(NC(=O)CSc2nc3[nH]c(=O)[nH]c(=O)c3s2)cc1OC
15	-45	CC[C@H]1CC2CN3CCc4c([nH]c5c([C@H]6C[C@H]7[C@H](CC)CN(C)[C@@H](Cc8c6[nH]c6ccccc86)[C@H]7C(=O)OC)c(OC)ccc45)C(C(=O)OC)(C2)C13

The list goes on:
OX1R antag-2	OX1R antag-1	Molecule
1	-22	CCOC(=O)N1CCN(C(=O)COC(=O)c2ccc(N(C)C)cc2)CC1
5	2	COc1ccc(CCNC(=O)CC(Cc2ccc(C)cc2)C(=O)O)cc1OC (stereo unspecified)
8	-12	Clc1ccc(-c2noc(COc3ccccc3)n2)cc1
0	5	CCN1C(=O)[C@H]2[C@@H](c3ccc(SC4CCCCC4)c(OC)c3)N[C@@](Cc3ccccc3)(C(=O)OC)[C@H]2C1=O
15	-8	Cc1cc(C)cc(NC(=O)c2oc3ccccc3c2COc2ccccc2)c1
21	-19	Cc1ccc(C)c(N(CC(=O)NCc2ccco2)C(=O)CCC(=O)Nc2nccs2)c1
8	-5	CN1CCN(c2nc(-c3ccc(Cl)s3)cs2)CC1
52	45*	Cc1cc(Cl)ccc1NC(=S)NCCC(c1ccccc1)c1ccccc1
23	-5	COc1ccccc1CNC(=O)C(=O)NCC1OCCN1S(=O)(=O)c1cccs1 (stereo unspecified)
9	-9	Cc1onc(-c2ccccc2)c1C(=O)NCC(=O)Nc1cc(Cl)ccc1Cl
27	-8	CCc1ccccc1NC(=O)CSc1ccsc1[N+](=O)[O-]
47	-15	Cn1cccc1C(=O)NCCc1ccc(Cl)cc1
2	-27	CCOc1ccc(OCC(=O)N(CCC2=CCCCC2)c2c(N)n(Cc3ccccc3)c(=O)[nH]c2=O)cc1
44	-7	Cc1cc(NC(=O)CCC(=O)N(Cc2ccco2)C(C(=O)NC2CCCC2)c2ccccc2C)no1 (stereo unspecified)
18	-23	O=C(Cc1cccc(C(F)(F)F)c1)Nc1ccccc1N1CCCC1
